mouse EphA4 binding: inhibitors of EphA4 binding to KYL peptide, primary screen, biochemical, colorimetric, mouse EphA4 (AID 689) | hit rate 0.1% among 62,000 | EphA4-AP binding to KYL peptide, pNPP A405; higher % means a stronger effect | inhibition, % at 10 µM; hits with a dose series show IC50 in µM; in the data active = a potency from the dose series; inactive = the rest, 99 in 100 with inhibition below about 22%
Active calls of the source: *. An excerpt; rates above refer to the full screens.

SMILES	mouse EphA4 binding
COc1ccc(-c2nc(N3CCCCCC3)sc2C(=O)c2ccccc2)cc1	33%
COc1ccc(OC)c(S(=O)(=O)NCC2CCCO2)c1 (stereo not given)	-11%
COC(=O)C1C(O)=C(C=NCc2ccccc2)C(=O)CC1(C)C (stereo not given)	-1%
CCN(CC)S(=O)(=O)c1cccc(-c2nnc(SCC(=O)c3ccc(Cl)s3)n2C)c1	-2%
O=C(CSc1nnc(-c2ccccn2)n1Cc1ccco1)c1ccc(Cl)cc1	-2%
O=C(NCc1cn(-c2ccccc2)nc1-c1ccccc1)c1cc([N+](=O)[O-])cc([N+](=O)[O-])c1	3%
O=C(N/N=C/c1ccc(OC(=O)c2cccs2)cc1)c1ccc(F)cc1	-5%
O=C(CSc1nnc(Cc2ccccc2)o1)N1CCc2ccccc21	-9%
CCN1C(=O)N(c2cccc3ccccc23)C(C)=CC1(C)C	-8%
CSc1nc2ccccc2n1CC(=O)Nc1c(C)n(C)n(-c2ccccc2)c1=O	-2%
O=C(Nc1ccccc1Cl)c1cncc(Br)c1	-4%
COc1ccc(-n2c(O)c(/C=N/n3cnnc3)c3ccccc3c2=O)cc1	3%
Cc1ccc(S(=O)(=O)NC(=O)NCc2ccccc2)cc1	3%
Cc1ccc(CN2C(=O)CCC2C(=O)NC2CC2)cc1 (stereo not given)	7%
CC1(C)CC(=O)C2=C(C1)Nc1cc3c(cc1C2c1ccc(F)cc1)OCO3 (stereo not given)	-14%
CCN(C(=O)c1ccccc1Cl)c1ccccc1	-8%
c1ccc(CNCCN2CCNCC2)nc1	-7%
COc1ccc(NC(=O)c2cc([N+](=O)[O-])nn2Cc2ccccc2)c(C)c1	-10%
Clc1ccc2c(c1)c1ccccc1n2CN1CCOCC1	19%
O=C(O)CSc1ccccc1C(=O)O	7%
Cc1cccc(C(=O)N/N=C/c2ccncc2)c1	-13%
Cc1ccc(C(=O)OCc2cc3ccccc3[nH]c2=O)cc1	-16%
COc1ccc(CN(C#N)c2nc(SC)nc(N(C)C)n2)cc1	-1%
CCOC(=O)N1CCC(N2Cc3cccc(C(=O)N4CCN(C5CCCCC5)CC4)c3C2=O)CC1	-10%
Cc1n[nH]c(=S)n(/N=C/c2ccccn2)c1=O	-6%
COc1ccc(N(C(=O)Cn2nnc3ccccc32)C(C(=O)NCc2ccco2)c2ccc(C)o2)cc1 (stereo not given)	-6%
COc1ccccc1NC(=O)N1CCC(c2nnc(SCC(N)=O)n2C)CC1	4%
Cc1ccc(S(=O)(=O)N2CCN(C(=O)CSc3nnc(-c4ccco4)o3)CC2)cc1	-2%
O=C(OCc1nnc(-c2ccccc2)o1)c1ccc2c(c1)OCO2	-11%
COc1ccc(/C=N/n2cnnc2)cc1COc1ccccn1	-3%
COc1ccc(CC(CC(=O)O)C(=O)Nc2ccccc2)cc1 (stereo not given)	2%
CCNc1nc(NC(C)(C)C)nc(N(C#N)CC)n1	-11%
CCOC(=O)c1ccc(Nc2nc(=O)c3cccnc3s2)cc1	-8%
CC(C)CCNC(=O)C1CCN(c2nc3ccccc3o2)CC1	19%
Cc1ccccc1NS(=O)(=O)c1ccc2[nH]cc(C(=O)NCCCN3CCOCC3)c(=O)c2c1	-7%
COc1ccc(O)c(-c2c(-c3ccc(Cl)cc3)n[nH]c2C)c1	3%
O=C(Nc1ccccc1Oc1ccccc1)c1cc2cc([N+](=O)[O-])ccc2oc1=O	2%
Cc1ccc(S(=O)(=O)c2c(COC(=O)c3ccccc3Cl)c(-c3ccccc3)nn2C)cc1	-13%
Cc1onc(-c2c(Cl)cccc2Cl)c1C(=O)c1c[nH]c(C(=O)NCCCN2CCOCC2)c1	-6%
Cc1ccc(/C=C/C(=O)Nc2cccc3ncccc23)o1	9%
COc1ccc(NC(=O)COc2cccc3ccccc23)c(OC)c1	3%
COc1cc(NS(=O)(=O)c2ccc(C)cc2C)cc(OC)c1OC	1%
O=C(CN1CCOCC1)Nc1ccc(NC(=O)CN2CCOCC2)c(Cl)c1	-12%
COc1cc2[nH]c(=S)nc(NCC3CCCO3)c2cc1OC (stereo not given)	-16%
O=C(CC1Nc2ccccc2NC1=O)NCc1cccnc1 (stereo not given)	-4%
CCS(=O)(=O)N1CCCC(C(=O)NCCN2CCC(Cc3ccccc3)CC2)C1 (stereo not given)	-1%
O=C(CSc1oc(-c2ccco2)nc1S(=O)(=O)c1ccc(Cl)cc1)NCC1CCCO1 (stereo not given)	-2%
CCOC(=O)c1c(C)n(C)c2ccc(OCC(O)CN3CCN(C)CC3)cc12 (stereo not given)	-3%
COC(=O)C1=C(C)N=c2s/c(=C\c3ccc(O)cc3)c(=O)n2C1c1ccccc1 (stereo not given)	3%
CC1=NC(C)Cc2ccccc21 (stereo not given)	-7%
COc1ccc(NC(=O)c2cc3ccccn3n2)cc1	-6%
CCOC(=O)C(C(=O)NCc1ccc(F)cc1)c1ncc(C(F)(F)F)cc1Cl (stereo not given)	7%
Nc1nonc1-c1nc2ccccc2[nH]1	4%
O=C(N/C(=C/c1cccs1)C(=O)N1CCCCC1)c1ccccc1	14%
O=C(OC1CCCCC1=O)c1cccc(S(=O)(=O)NCc2ccccc2)c1 (stereo not given)	-11%
Cn1c(=O)c2c(nc(Br)n2CCc2ccccc2)n(C)c1=O	-26%
CCOC(=O)c1cncc(C(=O)O)c1	-18%
CC(C)(C)CC(=O)NCc1ccc(F)cc1	-7%
COc1ccc(C(C(=O)NC2CCCC2)N(Cc2ccc(F)cc2)C(=O)c2ccn[nH]2)cc1OC (stereo not given)	-6%
Cc1ccc2[nH]c(=O)c(-c3noc(C(C)C)n3)cc2c1	5%
Additional results
SMILES	mouse EphA4 binding
Cc1ccc(-c2csc3nc(C)n(-n4cccc4)c(=O)c23)o1	-4%
CCC(Sc1nc(-c2ccccc2)cc(-c2ccccc2)n1)C(=O)Nc1nnc(C)s1 (stereo not given)	-6%
Cc1ccc(NC(=O)c2ccco2)cc1NC(=O)c1ccccc1	-8%
Nc1ncc(Cc2ccc(Cl)c(Cl)c2)s1	24%
Cc1cc(N2CCN(c3ccccn3)CC2)n2c(nc3ccccc32)c1C#N	-14%
CCc1ccccc1NC(=O)c1cc(-c2cccc(O)c2)on1	10%
Cc1ccc(C(=O)N(CC(=O)NC2CCCC2)Cc2cccs2)s1	-7%
COc1ccc(C(=O)Oc2cccnc2)cc1	-8%
Cc1c(CN2CCC(C)CC2)c(=O)n(-c2ccccc2)n1C	-6%
Cc1nc(Nc2ccc3c(c2)OCCO3)c2nnn(Cc3ccccc3Cl)c2n1	-7%
Cn1c(=O)c2c(nc(Br)n2CCSc2ncccn2)n(C)c1=O	0%
CCOC(=O)N1CCC(N2Cc3cccc(C(=O)NCC4CCN(CC(C)C)C4)c3C2=O)CC1 (stereo not given)	2%

2 entries from above, bar-delimited.
Molecule | mouse EphA4 binding
COc1ccc(-n2c(O)c(/C=N/n3cnnc3)c3ccccc3c2=O)cc1 | 3%
Cc1ccc(S(=O)(=O)NC(=O)NCc2ccccc2)cc1 | 3%

Following part:
SMILES	mouse EphA4 binding
COc1ccc(Nc2nc(CC(C)=O)ns2)cc1OC	-9%
CC(=O)NC1CC2CCC(C1)N2Cc1ccc(C)cc1 (stereo not given)	-6%
Cc1nnc(C)n1/N=C/C=C/c1ccccc1	-7%
C/C(=N\Nc1nccnc1Cl)c1ccc([N+](=O)[O-])cc1	-5%
N=c1c(C(=O)NC2CCCC2)cc2c(=O)n3ccccc3nc2n1C1CCCC1	8%
CC1CN(C(=O)c2ccccc2)OC(c2ccc3c(c2)OCO3)O1 (stereo not given)	5%
Cc1ccc(-c2nnc(CSc3nncn3N)o2)cc1	20%
COc1ccc(-c2cc(C(=O)Nc3cc(OC)c(OC)c(OC)c3)no2)cc1OC	-8%
COC(CNC(=O)c1ccc2c(c1)nc(C)n2-c1cccc(F)c1)OC	1%
COc1ccc(NC(=O)CN2C(=O)/C(=C/c3cccc(Br)c3)SC2=S)cc1	2%
COc1ccc(OC)c(N(CC(=O)NCCc2ccccc2)S(C)(=O)=O)c1	-3%
O=C(O)CN1C(=O)SC(Nc2ccc(C(=O)O)cc2)C1=O (stereo not given)	-14%
COc1ccccc1/C=N/n1c(C)nnc1-n1nc(C)cc1C	-6%
CCC(=O)c1cc2c(C)cc(=O)oc2c(C)c1O	-12%
Cn1c(CSc2ccccc2)c(C#N)c2ccccc21	-2%
Cc1nnc(Nc2ccc(C(=O)NCCO)cc2)c2ccccc12	-9%
CCOc1c(C(N)=O)c(-c2ccccc2)c2c(=O)[nH]c3ccccc3n12	1%
CN1CCN(C2CC(=O)N(c3ccc4c(c3)OCCO4)C2=O)CC1 (stereo not given)	-9%
CCS(=O)(=O)c1ccc(O)c(NC(=O)Nc2ccccc2)c1	0%
CN1c2ccccc2C(C)(C)C12C=Nc1c(ccc3ccccc13)O2 (stereo not given)	-7%
CCn1c(SCC(=O)NC(C)(C)C)nnc1-c1ccccn1	2%
CCC(C)(NC(=O)c1ccccn1)C(=O)NC1CCCCC1 (stereo not given)	6%
Clc1ccc(-c2nnc3n2CCCS3)cc1	-2%
O=[N+]([O-])c1cc(F)c(N2CCOCC2)cc1N1CCCCC1	-6%

An excerpt from above in order of molar mass, rising.
SMILES	mouse EphA4 binding
Cc1nnc(C)n1/N=C/C=C/c1ccccc1	-7%
CCC(=O)c1cc2c(C)cc(=O)oc2c(C)c1O	-12%
Clc1ccc(-c2nnc3n2CCCS3)cc1	-2%
Cn1c(CSc2ccccc2)c(C#N)c2ccccc21	-2%
Cc1ccc(-c2nnc(CSc3nncn3N)o2)cc1	20%
C/C(=N\Nc1nccnc1Cl)c1ccc([N+](=O)[O-])cc1	-5%
CCC(C)(NC(=O)c1ccccn1)C(=O)NC1CCCCC1 (stereo not given)	6%
O=[N+]([O-])c1cc(F)c(N2CCOCC2)cc1N1CCCCC1	-6%
COc1ccccc1/C=N/n1c(C)nnc1-n1nc(C)cc1C	-6%
CCn1c(SCC(=O)NC(C)(C)C)nnc1-c1ccccn1	2%
CCS(=O)(=O)c1ccc(O)c(NC(=O)Nc2ccccc2)c1	0%
Cc1nnc(Nc2ccc(C(=O)NCCO)cc2)c2ccccc12	-9%
CC1CN(C(=O)c2ccccc2)OC(c2ccc3c(c2)OCO3)O1 (stereo not given)	5%
CN1c2ccccc2C(C)(C)C12C=Nc1c(ccc3ccccc13)O2 (stereo not given)	-7%
CN1CCN(C2CC(=O)N(c3ccc4c(c3)OCCO4)C2=O)CC1 (stereo not given)	-9%
CCOc1c(C(N)=O)c(-c2ccccc2)c2c(=O)[nH]c3ccccc3n12	1%
COC(CNC(=O)c1ccc2c(c1)nc(C)n2-c1cccc(F)c1)OC	1%
N=c1c(C(=O)NC2CCCC2)cc2c(=O)n3ccccc3nc2n1C1CCCC1	8%
COc1ccc(OC)c(N(CC(=O)NCCc2ccccc2)S(C)(=O)=O)c1	-3%
Cn1c(=O)c2c(nc(Br)n2CCSc2ncccn2)n(C)c1=O	0%
Cc1nc(Nc2ccc3c(c2)OCCO3)c2nnn(Cc3ccccc3Cl)c2n1	-7%
COc1ccc(-c2cc(C(=O)Nc3cc(OC)c(OC)c(OC)c3)no2)cc1OC	-8%
COc1ccc(NC(=O)CN2C(=O)/C(=C/c3cccc(Br)c3)SC2=S)cc1	2%
CCOC(=O)N1CCC(N2Cc3cccc(C(=O)NCC4CCN(CC(C)C)C4)c3C2=O)CC1 (stereo not given)	2%

The list continues.
SMILES	mouse EphA4 binding
O=C(Cc1nc(=O)c2ccccc2s1)Nc1ccccc1	13%
COc1cc(-n2cnnn2)ccc1S(=O)(=O)N1CCOCC1	-5%
O=C(CCc1nc2ccccc2c(=O)[nH]1)NC1CCN(Cc2ccccc2)CC1	-15%
CCOC(=O)C1CCCN(C(=O)CN(c2ccc(OC)cc2)S(=O)(=O)c2c(C)noc2C)C1 (stereo not given)	-17%
Cn1c(=O)cc(OCC(=O)NCCCN2CCN(c3ccccc3F)CC2)c2ccccc21	1%
O=C(CSc1ncnc2nc[nH]c12)N1CCN(c2ccccc2)CC1	-3%
Cc1cc2c(c(=O)n1C1CC1)C(c1cccc(Cl)c1)C(C#N)=C(N)O2 (stereo not given)	-13%
O=C(CSc1nc2ccccc2c(=O)n1-c1ccccc1)Nc1ccccc1Cl	2%
CC(=O)Nc1nonc1-c1nc2ccccc2n1Cc1ccccn1	-1%
O=C(CSc1nccn1-c1ccc(Cl)cc1)Nc1ccc2c(c1)OCO2	9%
COC(=O)CSc1nnc(-c2cccnc2)n1-c1cc(OC)cc(OC)c1	-10%
CCC(=O)N(CCc1ccccc1)Cc1cc2cc3c(cc2[nH]c1=O)OCO3	1%
O=C(NCc1ccco1)c1ccc(Cn2c(=O)c3sccc3n(Cc3cccc(F)c3)c2=O)cc1	3%
O=C(COC(=O)c1n[nH]c2ccccc12)NC(=O)NC1CCCCC1	-13%
CCC(=O)Nc1cccc(NC(=O)c2ccc(C)c([N+](=O)[O-])c2)c1	-12%
O=C(NN=c1c(=O)c2ccccc2c1=O)c1ccccc1	-10%
FC(F)(F)c1cc(Oc2ccccc2)nc(-c2ccccn2)n1	-12%
COc1nc2ccc(C)cc2cc1-c1noc(-c2ccccc2)n1	-5%
CCOCCCNC(=O)c1cc2c(-c3ccc(Cl)cc3)nn(C)c2s1	6%
O=C(NCc1cccnc1)c1ccc2c(=O)n(CCCN3CCCC3=O)c(=S)[nH]c2c1	-7%
COCCCNC(=O)c1ccc2c(=O)n(CC3CCCO3)c(=S)[nH]c2c1 (stereo not given)	-5%
Cc1noc(C)c1S(=O)(=O)N1CCC(C(=O)NC2CCN(Cc3ccccc3)CC2)CC1	-17%
CC1CN(C(=O)c2cccc(S(=O)(=O)N3CCOCC3)c2)CC(C)O1 (stereo not given)	-6%
CCNC(=O)c1sc(=S)n(CC)c1N	8%
Nc1c(N=Nc2ccccc2F)c(=O)[nH]n1-c1ccccc1	-11%
COc1ccccc1N1CCN(C(=O)c2cc3cc(Br)ccc3oc2=O)CC1	-3%
Cc1cc(Cl)c(S(=O)(=O)NCC2CCCO2)cc1OCC(=O)NC1CCCCC1 (stereo not given)	-3%
CC1=NN(c2cccc(Cl)c2)C(=O)C12CC(C)=C(C)CS2 (stereo not given)	2%
COc1ccc(OC)c(S(=O)(=O)N2CCC(C(=O)NCCc3ccccc3)CC2)c1	8%
CCc1ccccc1NC(=O)CC1S\C(=N/N=C(C)/C=C/c2ccc(OC)cc2)NC1=O (stereo not given)	-2%
COc1ccc(/C=C/C(=O)NC(=S)NCCc2ccc(OC)c(OC)c2)cc1	-7%
CCC(=O)NC(=S)Nc1ccc(S(=O)(=O)NC(C)C)cc1	-6%
CCNC(=S)NNC(=O)C(c1ccccc1)c1ccccc1	-2%
